pPAFAH inh: inhibitors of human plasma PAF acetylhydrolase (pPAFAH); inhibition, % at 3.39 µM; Q13093; recombinant pPAFAH, FP-rhodamine probe fluorescence polarization; actives 1.5% (n = 330,000);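 active = inhibition above the mean inhibition across the screen plus 3 SD, cut at about 25% in these data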;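 note: inhibitors block binding of the rhodamine activity-based probe so polarization drops; 0% = enzyme with DMSO and 100% = wells lacking pPAFAH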
PAFAH1B3 inh: PAFAH1B3 (human) inhibition; inhibition, % at 3.39 µM; Q15102; recombinant PAFAH1B3, FP-rhodamine probe, fluorescence polarization; actives 0.28% (n = 340,000); AID 492972;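 active = inhibition above the screen-wide average of all tested compounds plus 3 SD, cut at about 25% in these data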;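 note: 0% = enzyme with DMSO only and 100% = wells lacking PAFAH1B3 protein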
PME-1 inh: PME-1 (human) inhibition; Q9Y570; recombinant PME-1, FP-Rh probe fluorescence polarization; inhibition, % at 5.9 µM; actives 0.53% (n = 320,000); AID 2130;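 active = inhibition above the campaign mean of all compounds plus 3 SD, cut at about 26% in these data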;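 note: competitive labeling of PME-1 active site by serine hydrolase directed probe; 0% = PME-1 with DMSO and 100% = wells lacking PME-1 enzyme; inhibitors block probe labeling so polarization falls and inhibition rises; many of its hits are not listed in these tables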
PREPL inhibitor: inhibitors of human prolyl oligopeptidase-like enzyme PREPL | Q4J6C6 | recombinant PREPL, fluorescence polarization activity-based probe | inhibition, % at 5.96 µM | actives 0.68% (n = 320,000); in the data active = inhibition above about 43%;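 note: 0% = enzyme with DMSO and 100% = wells lacking enzyme; many of its hits are not listed in these tables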
Target sequence (Q4J6C6 whole entry, looked up): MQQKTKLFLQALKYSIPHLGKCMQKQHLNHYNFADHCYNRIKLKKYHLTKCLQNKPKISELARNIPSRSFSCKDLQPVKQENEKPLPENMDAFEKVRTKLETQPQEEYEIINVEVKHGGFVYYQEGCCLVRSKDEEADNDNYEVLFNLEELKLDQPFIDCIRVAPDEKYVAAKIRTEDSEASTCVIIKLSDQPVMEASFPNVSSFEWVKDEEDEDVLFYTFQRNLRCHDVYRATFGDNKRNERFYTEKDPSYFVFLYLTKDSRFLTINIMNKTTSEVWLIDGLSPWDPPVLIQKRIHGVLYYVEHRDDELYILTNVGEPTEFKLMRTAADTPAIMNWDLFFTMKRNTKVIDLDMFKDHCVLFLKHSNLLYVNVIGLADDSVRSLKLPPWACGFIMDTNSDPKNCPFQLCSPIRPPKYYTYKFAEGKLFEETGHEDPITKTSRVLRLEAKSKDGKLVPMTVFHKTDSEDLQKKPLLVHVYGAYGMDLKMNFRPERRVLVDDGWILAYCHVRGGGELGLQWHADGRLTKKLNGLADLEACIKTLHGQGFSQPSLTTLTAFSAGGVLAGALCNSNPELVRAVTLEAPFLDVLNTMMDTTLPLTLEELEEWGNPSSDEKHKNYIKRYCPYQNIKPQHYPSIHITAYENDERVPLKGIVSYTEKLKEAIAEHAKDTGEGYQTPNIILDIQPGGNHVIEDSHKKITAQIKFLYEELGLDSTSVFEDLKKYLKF
GSTO1 inh: GSTO1 inhibition, counter-screen for RBBP9 inhibitors | actives 1.1% (n = 300,000) | recombinant GSTO1, activity-based probe fluorescence polarization | inhibition, % at 5.96 µM;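 active = inhibition above the campaign mean inhibition plus 3 SD, cut at about 35% in these data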;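 note: 0% = GSTO1-1 with DMSO and 100% = wells lacking GSTO1-1 enzyme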
PAD4 inh: inhibitors of human PAD4. Q9UM07. recombinant PAD4, RCA probe fluorescence polarization. inhibition, % at 6.36 µM. actives 0.41% (n = 330,000). AID 485272;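 active = percent inhibition above a cutoff equal to the mean of all tested compounds plus 3 SD, cut at about 15% in these data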;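 note: 0% = PAD4 with RCA probe and DMSO and 100% = probe without PAD4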
LYPLA2 counter: LYPLA2 (human) inhibition in PME1 counter-screen; O95372; recombinant LYPLA2, FP-Rh probe fluorescence polarization; inhibition, % at 5.9 µM; actives 0.38% (n = 320,000);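 active = inhibition above the screen-wide mean plus 3 SD, limit set per campaign, cut at about 26% in these data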;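 note: 0% = LYPLA2 with DMSO and 100% = wells lacking LYPLA2 enzyme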
PAFAH1B2 FP inh: blocks human PAF acetylhydrolase 1b catalytic subunit 2; P68402; recombinant PAFAH1B2, FP-rhodamine activity probe, fluorescence polarization; inhibition, % at 3.39 µM; actives 1.2% (n = 340,000); AID 492953;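 active = inhibition above the mean of all tested compounds plus 3 SD, cut at about 24% in these data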;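 note: 0% = enzyme with DMSO and 100% = wells lacking PAFAH1B2; many of its hits are not listed in these tables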
LYPLA1 inh: counter-screen for PME1 inhibitors: inhibitors of human LYPLA1. O75608. recombinant LYPLA1, FP-Rh probe fluorescence polarization. inhibition, % at 5.9 µM. actives 0.16% (n = 320,000);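 active = inhibition above the mean of all tested compounds plus 3 SD, set per campaign, cut at about 14% in these data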;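 note: inhibitors block serine hydrolase probe labeling of LYPLA1 so polarization falls; 0% = enzyme with DMSO and 100% = wells lacking LYPLA1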
Target sequence (O75608 whole entry, looked up): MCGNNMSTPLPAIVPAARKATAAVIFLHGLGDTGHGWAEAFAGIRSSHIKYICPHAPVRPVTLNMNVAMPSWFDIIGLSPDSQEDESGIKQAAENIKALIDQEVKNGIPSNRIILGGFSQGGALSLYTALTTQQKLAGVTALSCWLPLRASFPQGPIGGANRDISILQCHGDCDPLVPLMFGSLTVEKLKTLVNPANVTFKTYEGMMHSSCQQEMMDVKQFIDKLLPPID
Active calls of the source: *; nt = no result given. Some of the compounds tested; the hit share may differ from the screen's.

Values in the order: pPAFAH inh	PAFAH1B3 inh	PME-1 inh	PREPL inhibitor	GSTO1 inh	PAD4 inh	LYPLA2 counter	PAFAH1B2 FP inh	LYPLA1 inh
1) Cc1ccc(C2=NN(CC(=O)NCCC(C)C)C(=O)CC2)cc1
  5.5	1.2	0.7	6.0	1.2	-2.4	6.1	5.0	1.1
2) Cc1ccc(/C=C/S(=O)(=O)NCC(=O)OCC(=O)NCc2ccccc2)cc1
  15.9	0.3	3.4	15.3	3.2	-3.6	-3.0	-1.6	0.5
3) N#Cc1c(Cc2cccc3ccccc23)nn(CCO)c1N
  10.8	-0.9	4.0	-0.8	8.4	-0.8	5.8	3.3	0.0
4) CCOC(=O)c1nn(-c2ccccc2C)c2nc(-c3ccc(C)cc3)c(C#N)c(=O)n12
  1.5	1.7	-3.9	-3.2	-1.7	-1.5	2.7	-2.5	1.6
5) Cc1cc(C)n(C(=O)CNc2ccc(C)c(C)c2)n1
  3.7	4.5	-3.1	5.0	1.5	5.1	4.3	-2.7	1.9
6) CC(C)CN(C(=O)CSc1nncs1)c1c(N)n(CC(C)C)c(=O)[nH]c1=O
  1.7	-2.0	1.2	3.9	7.0	1.9	-1.8	-3.2	-1.7
7) Cc1ccc(S(=O)(=O)N(C)CC(=O)Nc2ccncc2)cc1
  1.4	-3.5	-8.0	2.7	12.4	-2.8	2.3	-0.3	-1.1
8) CC(=O)Nc1ccc(C(=O)N/N=C/c2cccnc2)cc1
  1.6	-6.2	-1.5	0.8	4.2	5.5	6.5	3.0	-1.5
9) CN(C)S(=O)(=O)c1ccc(Oc2ccc(S(=O)(=O)N(C)C)cc2)cc1
  -0.2	2.1	1.6	9.1	3.4	2.2	-6.8	-2.6	-2.2
10) COC(=O)c1cc2occc2n1CC(=O)Nc1cc(OC)cc(OC)c1
  -12.9	-4.8	-4.5	5.3	8.0	1.2	1.8	0.5	1.1
11) Cc1cc(F)ccc1S(=O)(=O)N1CCCOC1CNC(=O)C(=O)NC1CCCCC1 (configuration not stated)
  -0.9	11.3	-2.6	3.8	7.7	-0.5	7.2	8.0	-2.8
12) CCOC(=O)c1c(C)[nH]c(C(=O)NCc2ccco2)c1C
  -5.3	nt	-5.0	-8.7	-0.5	-5.9	-3.6	nt	0.2
13) c1ccc(Nc2nc(-c3cccnc3)cs2)nc1
  1.9	2.9	6.0	-0.9	13.1	0.8	2.9	6.8	-1.9
14) CCN(C(=O)CN1C(=O)NC2(CCc3ccccc32)C1=O)C1CCS(=O)(=O)C1 (configuration not stated)
  2.8	12.7	1.2	4.9	nt	2.2	1.0	0.3	-1.2
15) C=CCN(CC=C)S(=O)(=O)c1ccc(C(=O)Nc2nnc(CSC)o2)cc1
  -1.2	3.6	1.8	-5.3	0.9	-5.3	3.1	3.7	-1.4
16) CSCCC(C(=O)OCC(=O)c1ccc(C)c(C)c1)N1C(=O)c2ccccc2C1=O (configuration not stated)
  3.0	4.1	1.5	-2.8	10.5	0.1	0.1	2.0	-1.4
17) CCn1c(=S)ccc2ccc(OC)cc21
  2.4	2.6	1.4	21.3	8.7	-0.7	4.2	2.3	1.4
18) Cc1noc(C)c1COc1ccc(C(=O)OCC(=O)NCc2ccccc2Cl)cc1
  12.3	1.7	9.2	12.3	-2.5	1.8	8.2	4.0	3.2
19) COc1cc(/C=C/C(=O)OCC(=O)N2CCCc3ccccc32)ccc1OC(F)F
  6.8	0.3	-9.7	-4.5	-1.1	-8.9	0.7	0.3	1.2
20) CC(C)CC1NC(=O)N(CC(=O)N2CCN(S(=O)(=O)c3ccccc3)CC2)C1=O (configuration not stated)
  2.0	-4.5	-0.7	13.9	10.5	6.8	13.0	3.3	0.0
21) CCOc1ccccc1NC(=O)Cc1coc2cc(C)ccc12
  0.2	6.3	-1.2	1.9	1.1	-1.9	-1.7	9.2	-3.0
22) CC(=C/c1ccc(C(C)C)cc1)/C=N/NC(=O)Cn1nnnc1N
  4.7	6.5	-5.7	6.7	18.9	-6.3	40.1*	3.4	1.1
23) CN(C)Cc1nc2ccccc2c(=O)n1Cc1nc(-c2cccc([N+](=O)[O-])c2)cs1
  7.7	1.3	8.6	24.6	-2.2	-1.2	2.6	-0.2	0.1
24) CC(C)(C)Nc1nc(Cl)nc(N(C#N)CN2C(=O)c3ccccc3S2(=O)=O)n1
  0.2	11.8	-2.8	6.4	14.1	-1.0	3.3	-2.0	-1.8
25) COc1ccc(OC)c(C(=O)NC(CC(N)=O)c2ccc(N3CCC(Cc4ccccc4)CC3)c([N+](=O)[O-])c2)c1 (configuration not stated)
  9.7	8.4	-1.9	-2.0	-10.1	-5.3	6.5	2.7	-0.7
26) O=C1CN(c2ccccc2)C(=S)N1c1ccccc1
  2.8	-1.5	-5.3	-8.1	0.1	-3.4	3.4	-3.6	-1.5
27) Cc1cn2c(nc(=O)c3cccnc32)s1
  -0.9	9.0	-6.0	3.8	-2.2	-1.7	-15.8	1.0	-0.7
28) CN(Cc1cccs1)C(=O)c1cc(S(=O)(=O)N2CCOCC2)ccc1N1CCCC1
  4.1	3.9	7.5	7.8	nt	-5.5	5.7	-4.3	4.1
29) COc1ccc(Cl)cc1NC(=O)CSc1nc(Nc2ccccc2)nc(N2CCOCC2)n1
  -2.4	-12.7	-15.9	-9.9	-13.8	1.2	-14.9	-12.2	-11.7
30) Cc1ccc(C(=O)Nc2ccc(N3CCN(C(=O)c4ccco4)CC3)cc2)cc1
  6.5	4.5	3.0	17.9	6.5	1.6	12.3	1.4	2.1
31) CC(NC(=O)CSc1nnc2n1CCCCC2)c1ccccc1Cl (configuration not stated)
  1.7	-3.7	-0.7	3.2	nt	0.1	3.4	4.3	-1.1
32) CC(=O)OC(C#CCN1CCOCC1)c1ccccc1 (configuration not stated)
  2.0	4.5	-0.8	8.2	2.0	4.2	16.3	1.0	0.2
33) Oc1c(Br)cc2oc3c(c2c1CNCc1ccccc1)CCCC3
  14.6	5.5	1.6	1.6	19.9	0.8	-0.4	-0.4	-4.0
34) CCN1C(=O)CC(N2CCOCC2)C1=O (configuration not stated)
  -4.8	4.0	-7.1	-4.0	3.7	7.2	-2.9	0.6	-1.9
35) NNC(=O)c1ccc(COc2ccc([N+](=O)[O-])cc2)o1
  1.6	7.8	-1.2	-7.5	-4.3	-5.0	-3.5	0.0	-2.6
36) CCOc1ccc(-c2cn(S(=O)(=O)c3cccc4nsnc34)nc2N)cc1
  7.5	7.8	2.2	6.2	0.1	-2.3	1.0	-1.2	-8.0
37) Nc1nc(C(c2ccccc2)c2ccccc2)cs1
  6.9	1.5	2.2	-4.5	-3.9	-3.5	2.1	22.3	0.0
38) COc1ccc(C2NC(=O)CCC2[N+](=O)[O-])cc1OC (configuration not stated)
  -0.7	11.9	-1.8	8.3	7.6	4.1	7.0	3.3	-0.1
39) COc1ccc(CN2CCN(Cc3c[nH]c4ccccc34)CC2CCO)cc1C (configuration not stated)
  6.4	11.0	5.2	12.4	7.3	3.3	0.3	-6.9	4.0
40) CN(C(=O)COC(=O)c1ccc2c(c1)OCO2)c1c(N)n(Cc2ccccc2)c(=O)[nH]c1=O
  1.3	3.1	1.5	12.7	-1.7	-6.6	5.4	12.2	0.3

Overlap with the part before: 2 compounds; new compounds follow.
Values in the order: pPAFAH inh	PAFAH1B3 inh	PME-1 inh	PREPL inhibitor	GSTO1 inh	PAD4 inh	LYPLA2 counter	PAFAH1B2 FP inh	LYPLA1 inh
39) COc1ccc(CN2CCN(Cc3c[nH]c4ccccc34)CC2CCO)cc1C (configuration not stated)
  6.4	11.0	5.2	12.4	7.3	3.3	0.3	-6.9	4.0
40) CN(C(=O)COC(=O)c1ccc2c(c1)OCO2)c1c(N)n(Cc2ccccc2)c(=O)[nH]c1=O
  1.3	3.1	1.5	12.7	-1.7	-6.6	5.4	12.2	0.3
41) Cc1cc(NC(=O)CN2C(=O)NC(C)(CCc3ccccc3)C2=O)no1 (configuration not stated)
  4.4	-3.5	-5.8	2.3	-0.3	-1.1	-2.1	1.7	1.8
42) C#CCOCCOCCOCCNc1nc(N2CCN(C(=O)[C@H]([C@@H](C)O)n3cc(CCCCN)nn3)CC2)nc(N2CCN(C(=O)[C@H](CCCCN)n3cc(CCCC)nn3)CC2)n1
  2.8	-7.3	-4.5	-4.6	4.6	1.5	-3.9	-1.9	-2.2
43) CCN(CC)S(=O)(=O)c1ccc(N2CCOCC2)c(C(=O)O)c1
  2.8	-2.9	1.6	9.8	2.6	-2.8	1.8	0.3	1.1
44) Cc1cc(N2C(=O)C3CCC(c4ccccc4)CC3C2=O)no1 (configuration not stated)
  4.5	10.1	-3.0	5.4	9.0	-0.4	-1.6	6.4	1.5
45) CN1CCN(C(=O)C(Cc2ccccc2)NS(=O)(=O)c2ccc3c(c2)CCC(=O)N3)CC1 (configuration not stated)
  5.6	9.0	-3.6	-3.1	6.1	-1.5	5.6	2.1	2.3
46) Cc1c(CN2CCc3c([nH]c4ccccc34)C2CC(C)C)cnn1C (configuration not stated)
  0.3	1.5	-3.2	10.6	-7.8	-5.8	0.0	5.0	0.6
47) CCN(CC)C(=O)CC(c1cc(OC)c(OC)c(OC)c1)c1c(OC)cc(OC)c2c(-c3ccccc3)cc(=O)oc12 (configuration not stated)
  22.9	0.2	-0.9	-13.6	2.0	-2.8	2.4	1.1	0.9
48) O=C(OCC1O[C@@H](OC(=O)c2cc(O)c(O)c(O)c2)[C@@H](OC(=O)c2cc(O)c(O)c(O)c2)[C@@H](OC(=O)c2cc(O)c(O)c(O)c2)[C@@H]1OC(=O)c1cc(O)c(O)c(O)c1)c1cc(O)c(O)c(O)c1 (some centres not stated)
  73.0*	nt	25.2	87.5*	43.9*	-46.9	-9.0	nt	-19.9
49) C/C(=N\NC(=O)CNC(=O)c1ccc2c(c1)OCO2)c1ccco1
  1.6	1.0	9.1	-3.8	-4.2	-2.7	-0.5	2.6	-1.9
50) CCN(CC1CCCN(CCc2cccc(F)c2)C1)C(=O)c1ccc(CSC)o1 (configuration not stated)
  5.9	4.9	0.9	17.4	-2.8	1.2	8.9	5.1	-0.9
51) COC(=O)c1ccc(N2CCN(C)CC2)c(NC(=O)COc2cccc(C)c2)c1
  -5.7	-2.4	-6.0	2.9	6.0	-0.7	-3.1	0.7	0.0
52) CCOC(=O)c1[nH]c(C)c(C(=O)N2CCCC(Nc3ccc(C)c(C)c3)C2)c1C (configuration not stated)
  -1.6	0.0	6.0	9.5	5.1	5.3	-0.3	-1.2	-3.3
53) CCCC(C(=O)N1CCOCC1)N1C(=O)C2C3C=CC(C3)C2C1=O (configuration not stated)
  1.4	13.8	-3.6	6.6	-4.2	-3.6	-1.4	-1.4	-1.8
54) CN(CC(=O)Nc1ccc(F)cc1)C(=O)COC(=O)c1cc(S(=O)(=O)N(C)C)ccc1N1CCCC1
  -4.7	5.7	8.1	22.5	0.3	-6.7	6.9	0.3	1.9
55) CS(=O)(=O)N(CC(=O)N1CCCCCC1)c1cccc(Br)c1
  -4.8	2.0	-2.0	12.5	-3.0	-5.3	5.0	7.0	-0.1
56) Cc1ccc(-c2nnc(SCC(=O)NC3CCCc4ccccc43)n2N)cc1 (configuration not stated)
  3.3	4.9	15.0	-8.0	-1.9	-0.3	2.5	-1.8	-3.9
57) Cc1ccc(/C=C2\SC(=S)N(CCC(=O)NNC(=O)c3ccncc3)C2=O)cc1
  8.8	nt	-0.3	-14.1	2.1	-1.6	-0.1	nt	3.8
58) O=C(NCc1ccccc1)C1CCC(=O)N(CCN2CCOCC2)C1 (configuration not stated)
  4.5	3.6	7.0	-3.0	4.1	-2.8	2.6	-1.8	-0.9

Source: PubChem (The Scripps Research Institute Molecular Screening Center)
